KCNQ1 pot – potentiators or activators of human KCNQ1 potassium channel; actives 0.35% (n = 310,000); CHO-K1 KCNQ1, thallium flux FluxOR fluorescence; stronger effect = higher value; B-score at 10 µM; P51787;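 active = fluorescence ratio B-score, a plate-corrected score, at least three library SD, with initial intensity B-score within 5 SD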
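assay system = KCNQ1-transfected CHO-K1 cells | medium = assay buffer with matched DMSO | probe or stimulus = depolarizing K+/Tl+ stimulus, K2SO4 and Tl2SO4 each 12.5 mM in 5x stock | dosing = single dose | incubation = dye 90 min, compound 20 min, room temperature | detection = kinetic FluxOR fluorescence, 10 s baseline plus 110 s post-stimulus | evaluation = ratio B score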
KCNQ1 inh – human KCNQ1 channel inhibition; actives 1.3% (n = 310,000); P51787; CHO-K1 KCNQ1, FluxOR thallium flux fluorescence; stronger effect = higher value; B-score at 10 µM; AID 2642;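 active = compounds whose thallium flux B-score, printed positive for inhibition, exceeds three library SD while starting fluorescence stays within three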;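 also: channel opened by potassium depolarization with thallium stimulus after 20 min compound exposure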
MrgX1 PAM – allosterically activates human MrgX1 receptor signaling; actives 0.63% (n = 310,000); Q96LB2; MrgX1-HEK293, Fluo-4 calcium flux, FDSS; stronger effect = higher value; B-score at 10 µM;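 active = plate-corrected calcium response at least 3 library SD above typical, normal starting fluorescence, not activating the receptor alone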;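 also: compound read alongside a low EC10 to EC30 dose of BAM8-22 agonist; peak minus trough fluorescence over baseline measured at the second addition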
RGS4 inh – inhibitors of human RGS4 | P49798 | HEK293 M3R/RGS4 inducible, Fluo-4 calcium flux; stronger effect = higher value; triggered by carbachol at its EC20 | B-score at 10 µM | actives 0.45% (n = 310,000) | AID 463165;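 active = B-score, a plate-corrected calcium signal, over three deviations above library mean, with baseline fluorescence within five deviations of library mean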;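 also: RGS4 expression induced by doxycycline in cells with stable M3 receptor; B-score is computed from the integrated fluorescence ratio over baseline after carbachol; higher B-score means a larger calcium signal and so more RGS4 inhibition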
KCNK3 block – human KCNK3 channel inhibition, primary screen; O14649; CHO-KCNK3 thallium flux, FluxOR fluorescence; stronger effect = lower value; B-score at 10 µM; actives 0.84% (n = 340,000); AID 602410;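 active = B-score under library mean minus 4 SD, starting fluorescence ratio at most library mean plus 5 SD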;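 also: more negative B-score means stronger inhibition of thallium flux through KCNK3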
ANO1 block – mouse TMEM16A channel inhibition, primary screen | Q8BHY3 | HEK293 TMEM16A/YFP iodide influx fluorescence, ionomycin | normalized B-score (activity score, 25-100; higher = stronger inhibition) at 10 µM | actives 1.2% (n = 310,000);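 active = ratio plate-corrected score three or more library SD toward inhibition, starting fluorescence score within five deviations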;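 also: score derived from kinetic fluorescence span divided by baseline fluorescence per well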
RGS4 act – RGS4 potentiation or activation; HEK293 M3R/inducible RGS4, carbachol calcium flux Fluo4; stronger effect = lower value; B-score at 10 µM; actives 0.92% (n = 310,000); AID 463111;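 active = B-score of the integrated calcium signal more than 4 SD below the library mean, with starting fluorescence not abnormally high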;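 also: negative B-score means reduced calcium response which marks RGS4 activation or potentiation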
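Detection: kinetic calcium fluorescence imaging with Fluo4-AM dye, 2 µM / Material: HEK293 cells with stable M3R and inducible RGS4 / Schedule: recording 10 s baseline at 1 Hz, 100 s post-agonist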
MrgX1 ag – agonists of human MrgX1 receptor; Q96LB2; MrgX1-HEK293 cells, Fluo-4 calcium fluorescence, agonist mode; stronger effect = higher value; B-score at 10 µM; actives 0.44% (n = 310,000); AID 588627;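 active = calcium response B-score plate-corrected fluorescence ratio at least 3 library SD, with starting fluorescence B-score inside 5 SD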
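Test system: Stable human MrgX1 HEK293 cell line | Schedule: Overnight plating before 1 h dye loading | Read-out basis: Baseline-normalised fluorescence change ratio, B-scored | Detection: Kinetic calcium dye fluorescence, Fluo-4 NW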
TMEM16A act – activates or potentiates the mouse TMEM16A chloride channel | Q8BHY3 | HEK293 TMEM16A/YFP-H148Q/I152L, iodide quench fluorescence; stronger effect = lower value | B-score at 10 µM | actives 0.3% (n = 340,000) | AID 623877;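 active = fluorescence-ratio B-score plate-corrected deviation score at least 3 library SD below zero, with starting fluorescence score within 5 deviations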;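 also: channel opened by trigger with iodide after compound preincubation; score built on the fluorescence ratio of max minus min over baseline; more negative score means more quench and so TMEM16A activation or potentiation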
KCNK9 block – human KCNK9 channel inhibition. Q9NPC2. HEK293 KCNK9, FluxOR thallium flux fluorescence; stronger effect = lower value. B-score at 10 µM. actives 1.2% (n = 310,000);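 active = ratio B-score over 3 SD below the library mean, with starting fluorescence within 5 SD of its mean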;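 also: negative B-score means less thallium flux so channel inhibition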
hERG rescue – hERG (human) protection from proarrhythmic block; Q12809; CHO-hERG, FluxOR thallium flux, dofetilide IC70 present; activation (rescue from dofetilide block), less the hit threshold, % at 10 µM; actives 0.51% (n = 310,000);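 active = activation above the mean of controls blocked by dofetilide plus 5 SD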;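 also: thallium influx through hERG after potassium depolarization seen as dye fluorescence rise; in these data hits start at about 4.7%; inactives centre near -7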
Target sequence (Q12809 whole entry, looked up): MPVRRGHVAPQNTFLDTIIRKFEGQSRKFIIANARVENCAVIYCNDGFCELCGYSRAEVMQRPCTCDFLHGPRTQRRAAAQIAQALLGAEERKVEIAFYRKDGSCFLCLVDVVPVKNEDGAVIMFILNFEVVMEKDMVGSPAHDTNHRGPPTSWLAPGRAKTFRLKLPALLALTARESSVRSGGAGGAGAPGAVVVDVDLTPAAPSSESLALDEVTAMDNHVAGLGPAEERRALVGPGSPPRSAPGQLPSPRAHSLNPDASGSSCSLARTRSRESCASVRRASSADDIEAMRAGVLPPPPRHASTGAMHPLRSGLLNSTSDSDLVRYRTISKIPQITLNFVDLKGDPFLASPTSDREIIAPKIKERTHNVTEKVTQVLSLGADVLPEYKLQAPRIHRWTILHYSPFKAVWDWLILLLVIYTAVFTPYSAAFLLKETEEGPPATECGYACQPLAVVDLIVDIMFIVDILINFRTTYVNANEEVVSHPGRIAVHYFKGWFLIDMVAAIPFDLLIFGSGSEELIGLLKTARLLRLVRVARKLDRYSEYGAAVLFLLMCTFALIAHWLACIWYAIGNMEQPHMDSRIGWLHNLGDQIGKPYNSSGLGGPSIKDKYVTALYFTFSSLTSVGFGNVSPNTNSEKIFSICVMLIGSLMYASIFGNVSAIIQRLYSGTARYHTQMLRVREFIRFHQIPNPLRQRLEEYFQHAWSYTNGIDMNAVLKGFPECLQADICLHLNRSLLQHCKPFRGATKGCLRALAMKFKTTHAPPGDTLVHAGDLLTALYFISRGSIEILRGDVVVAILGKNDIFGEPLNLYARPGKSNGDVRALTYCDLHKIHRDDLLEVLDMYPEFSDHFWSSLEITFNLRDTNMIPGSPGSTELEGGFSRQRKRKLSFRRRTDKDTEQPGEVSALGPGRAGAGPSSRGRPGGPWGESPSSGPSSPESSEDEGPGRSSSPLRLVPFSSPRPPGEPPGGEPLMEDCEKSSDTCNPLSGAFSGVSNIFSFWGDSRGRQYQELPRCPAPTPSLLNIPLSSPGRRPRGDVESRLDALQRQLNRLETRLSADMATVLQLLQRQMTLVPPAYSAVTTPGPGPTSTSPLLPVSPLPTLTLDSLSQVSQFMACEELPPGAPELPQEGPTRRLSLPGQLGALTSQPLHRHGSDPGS
An asterisk follows results filed as active; i = inactive; / = not tested or not shown.

SMILES	KCNQ1 pot	KCNQ1 inh	MrgX1 PAM	RGS4 inh	KCNK3 block	ANO1 block	RGS4 act	MrgX1 ag	TMEM16A act	KCNK9 block	hERG rescue
Cc1cccc(-c2cc3nc(C)c(C)c(NCCCn4ccnc4)n3n2)c1	i	i	i	i	i	i	i	i	i	i	-22
O=C(CNS(=O)(=O)c1c(Cl)cccc1Cl)OCC(=O)N1CCN(c2ccccc2)CC1	i	i	i	i	i	i	i	i	i	i	-15
COc1cccc(N2CC(NS(=O)(=O)c3cccnc3)CC2=O)c1 (configuration not stated)	i	i	i	i	i	i	i	i	i	i	-13
Cn1ccnc1-c1nc2ccccc2[nH]c1=O	i	i	i	i	i	i	i	i	i	i	-2
O=C(COC(=O)CSCC(=O)N1CCCCC1)NCc1ccc(F)cc1	i	i	i	i	i	i	i	i	i	i	-13
Cc1ccc(S(=O)(=O)N(CC(=O)N2CCN(c3ccc(F)cc3)CC2)C2CCCCC2)cc1	i	i	i	i	i	i	i	i	i	i	-14
CCOc1ccc(N/C(N)=N/c2nc(C)c(C)c(=O)[nH]2)cc1	i	i	i	i	i	i	i	i	i	i	-4
C=CCNC(=O)c1onc(CSc2ccccc2CC)c1C(=O)O	i	i	i	i	i	i	i	i	i	i	-4
Cc1noc(C)c1S(=O)(=O)N1CCN(C(c2ccccc2)c2ccc(Cl)cc2)CC1 (configuration not stated)	i	i	i	i	i	i	i	i	i	i	-17
Clc1ccc(Nc2cc(-c3ccccc3)nc3ncnn23)cc1	i	i	i	i	i	i	i	i	i	i	-6
Cc1noc(NS(=O)(=O)c2ccc(NC(=O)CSc3nc4ccccc4[nH]3)cc2)c1C	i	i	i	i	i	i	i	i	i	i	-6
COc1ccccc1C(=O)NCCC(=O)N1CC=C(c2ccccc2)CC1	i	i	i	i	i	i	i	i	i	i	-8
Cc1ccc(CN(Cc2cc3cccc(C)c3[nH]c2=O)C(=O)N(C)C)cc1	i	i	i	i	i	i	i	i	i	i	1
COc1ccc(N2CCN(C3CC(=O)N(c4ccc5c(c4)OCCO5)C3=O)CC2)cc1 (configuration not stated)	i	i	i	i	i	i	i	i	i	i	-15
S=C1NCCOCCNC(=S)NCCOCCOCCOCCN1	i	i	i	i	i	i	i	i	i	i	-13
Cc1[nH][nH]c(=O)c1C(c1ccc(O)c([N+](=O)[O-])c1)c1c(C)[nH][nH]c1=O	i	i	i	i	i	i	i	i	i	i	-19
O=C(/C=C/c1cccs1)N1CCCCC1	i	i	i	i	i	i	i	i	i	i	0
CCCCS(=O)(=O)N1CCN(S(=O)(=O)c2ccc(Cl)s2)CC1	i	i	i	i	i	i	i	i	i	i	-12
O=C(CCc1ccncc1)N1CCCC(Nc2ccc(F)cc2)C1 (configuration not stated)	i	i	i	i	i	i	i	i	i	i	-2
Cc1cc(C)nc(SCNC(=O)c2ccc(Cl)cc2)n1	i	i	i	i	i	i	i	i	i	i	-6
O=C(O)C[C@H]1c2ccccc2S(=O)(=O)N1c1ccccc1	i	i	i	i	i	i	i	i	i	i	-7
CCCCCNC(=O)c1ccc2c(=O)n(CC3CCCO3)c(=O)[nH]c2c1 (configuration not stated)	i	i	i	i	i	i	i	i	i	i	-10
C#CCOCCOCCOCCNc1nc(N2CCN(C(=O)C([C@@H](C)CC)n3cc(C(N)CO)nn3)CC2)nc(N2CCN(C(=O)[C@H](CCC(=O)O)n3cc(C(N)CC(C)C)nn3)CC2)n1 (some centres not stated)	i	i	i	i	i	i	i	i	i	i	-3
COc1ccc(NC(=O)c2ccc(C(=O)c3cc(OC)ccc3OC)cc2)cc1	i	i	i	i	i	i	i	i	i	i	-10
O=C(NCC1CC1)c1ccccc1Cl	i	i	i	i	i	i	i	i	i	i	-3
O=C(CCNC(=O)C1CCN(S(=O)(=O)c2ccccc2)CC1)NCc1cccc(C(F)(F)F)c1	i	i	i	i	i	i	i	i	i	i	-7
CCc1ccc(C2=NN(c3ccc(S(N)(=O)=O)cc3)C(c3ccc(F)cc3)C2)cc1 (configuration not stated)	i	i	i	i	i	i	i	i	i	i	-4
Cc1ccc(NC(=O)c2nc(S(=O)(=O)Cc3ccccc3)ncc2Cl)cc1	i	i	i	i	i	i	i	i	i	i	-18
O=C(NNc1cc(Cl)ccc1Cl)c1cccnc1Cl	i	i	i	i	i	i	i	i	i	i	-9
Cc1cccc(C)c1NC(=S)N=Nc1c(O)n(C)c2ccc(S(=O)(=O)N3CCOCC3)cc12	i	i	i	i	i	i	i	i	i	i	-5
Cc1cccc(C(=O)NCc2nnc(SCc3ccc(F)cc3)n2C)c1	i	i	i	i	i	i	i	i	i	i	-2
Cc1ccc(C(=O)NCc2ccc3c(c2)OCO3)cc1S(=O)(=O)N1CCCCC1	i	i	i	i	i	i	i	i	i	i	-7
CCCCNC(=O)Cc1ccc(Br)cc1	i	i	i	i	i	i	i	i	i	i	3
Nc1nc(SCC(=O)N2CCCCC2)[nH]c(=O)c1NC(=O)c1ccccc1F	i	i	i	i	i	i	i	i	i	i	-9
COc1cc(/C=N/NC(=O)C2COc3ccccc3O2)cc(OC)c1OC (configuration not stated)	i	i	i	i	i	i	i	i	i	i	-1
COc1cc(S(=O)(=O)NCc2ccncc2)c(OC)cc1Cl	i	i	i	i	i	i	i	i	i	i	-1
O=C(c1cn(-c2ccccc2)nc1-c1ccc(F)cc1)N1CCCCC1	i	i	i	i	i	i	i	i	i	i	-12
Fc1ccc(CSc2nnc(-c3cnccn3)n2Cc2ccco2)cc1	i	i	i	i	i	i	i	i	i	i	-5
Cc1nnsc1-c1nnc(SCC(=O)c2ccc(C#N)cc2)n1C1CC1	i	i	i	i	i	i	i	i	i	i	-13
CCCCCC(=O)Nc1ccc(S(=O)(=O)Nc2nccc(C)n2)cc1	i	i	i	i	i	i	i	i	i	i	-8
Oc1ccc(/C=N/Nc2ncnc3c2ncn3Cc2ccccc2)cc1O	i	i	i	i	i	i	i	i	i	i	-10
CCOC(=O)/C(C#N)=C/c1cccn1-c1ccc(Cl)cc1	i	i	i	i	i	i	i	i	i	i	-9
CCOC(=O)c1c2c(n(C)c1C)C(=O)C(=O)c1ccc(Br)cc1-2	i	i	i	i	i	i	i	i	i	i	-11
O=C1CCc2cc(S(=O)(=O)NCc3ccccc3Cl)cc3c2N1CC3	i	i	i	i	i	i	i	i	i	i	-4
COC(=O)c1ccc(Oc2ccc3nnc(C)n3n2)cc1	i	i	i	i	i	i	i	i	i	i	-6
CCn1cnc2cc(NCc3cccc(OC)c3O)ccc21	i	i	i	i	i	i	i	i	i	i	-12
CCN(Cc1ccccc1)C(=O)C(C)OC(=O)c1cc(S(=O)(=O)Nc2c(C)n(C)n(-c3ccccc3)c2=O)ccc1C (configuration not stated)	i	i	i	i	i	i	i	i	i	i	-11
COc1ccc(S(=O)(=O)NC2CCCCC2)cc1C	i	i	i	i	i	i	i	i	i	i	-4
CCc1nc(SCC(=O)Nc2ccc(OC)cc2[N+](=O)[O-])n[nH]1	i	i	i	i	i	i	i	i	i	i	-1
COc1ccc(-c2ccc(SCC(=O)c3ccc(F)cc3)nn2)cc1OC	i	i	i	i	-9.8*	i	i	i	i	-15*	-19

Next section.
SMILES	KCNQ1 pot	KCNQ1 inh	MrgX1 PAM	RGS4 inh	KCNK3 block	ANO1 block	RGS4 act	MrgX1 ag	TMEM16A act	KCNK9 block	hERG rescue
CSc1ncccc1C(=O)NC(C)CCc1ccccc1 (configuration not stated)	i	i	i	i	i	i	i	i	i	i	-2
COc1cc(/C=C2\SC(=S)N(CCC(=O)Nc3ccccn3)C2=O)cc(OC)c1OC	i	i	i	i	i	i	i	i	i	-8.3*	-12
COCCOC(=O)c1c(NC(=O)CN2CCOCC2)sc(C(N)=O)c1C	i	i	i	i	i	i	i	i	i	i	-1
O=C(CC(C(=O)O)C1CCCO1)Nc1cccc(C(F)(F)F)c1 (configuration not stated)	i	i	i	i	i	i	i	i	i	i	-2
O=C(Cn1cc([N+](=O)[O-])cn1)N1CCc2ccccc21	i	i	i	i	i	i	i	i	i	i	-1
CCC(=O)N(Cc1cc2ccc(C)cc2n2nnnc12)C1CCCCC1	i	i	i	i	i	i	i	i	i	i	-9
Cc1cccc(NCc2nc3ccccc3n2C)c1	i	i	i	i	i	i	i	i	i	i	-5
Cc1ccc(CNC(=O)Cc2ccc(-n3cccc3)cc2)cc1	i	i	i	i	i	i	i	i	i	i	-1
COC(=O)c1c(C)[nH]c(C)c1C(C)=O	i	i	i	i	i	i	i	i	i	i	-7
COCCCn1cc(C(=O)c2cc(Br)ccc2O)cc(C#N)c1=O	i	i	i	i	i	i	i	i	i	i	-10
Cc1nc(-c2nc(-c3c(C(=O)NN)noc3C)cs2)cs1	i	i	i	i	i	i	i	i	i	i	-9
CCC(=O)Nc1c2c(nn1-c1cccc(Cl)c1)CSC2	i	i	i	i	i	i	i	i	i	i	-11
CCCC1Cc2nc(N3CCCCC3)c(C#N)cc2CO1 (configuration not stated)	i	i	i	i	i	i	i	i	i	i	-11
Cc1nc(SCc2cccc(Oc3ccccc3)c2)n[nH]1	i	i	i	i	i	i	i	i	i	i	-9
Cn1c(/C=C/c2ccccc2)nc2ccccc2c1=O	i	i	i	i	i	i	i	i	i	i	-5
Cn1c(C(=O)OC(C(=O)NC(C)(C)C)c2cccnc2)cc2sccc21 (configuration not stated)	i	i	i	i	i	i	i	i	i	i	-19
NNC(=O)c1ccccc1CO	i	i	i	i	/	i	i	i	/	i	-5
CCOC(=O)c1cnn(-c2ncnc3sc4c(c23)CCC4)c1N	i	i	i	i	i	i	i	i	i	i	-10
Cc1nn(-c2ccccc2)c2c1c(C)c(CCC(=O)N1CCOCC1)c(=O)n2C	i	i	i	i	i	i	i	i	i	i	-17
CCOC(=O)c1csc(NC(=O)CN2CCCCC2)n1	i	i	i	i	i	i	i	i	i	i	-3
O=C(Cn1cnc2cc([N+](=O)[O-])ccc2c1=O)Nc1ccc2c(c1)CCC2	i	i	i	i	i	i	i	i	i	i	-8
